12-LOX inh: ALOX12 (human) lipoxygenase inhibition. purified 12hLO, xylenol orange hydroperoxide absorbance. Potency, µM (doses to about 108 µM), for inactives: at the highest dose activity change, negative = inhibition, actives largely listed as inhibitors. 580,000 compounds, 1.1% hits. AID 1671190. P18054; active = well fitted inhibition curve with a large enough effect; inconclusive = small, poorly fitted or top-dose-only effect, or another doubt; inactive = no such curve, though single readings can be large or run the other way
Target sequence (P18054 whole entry, looked up): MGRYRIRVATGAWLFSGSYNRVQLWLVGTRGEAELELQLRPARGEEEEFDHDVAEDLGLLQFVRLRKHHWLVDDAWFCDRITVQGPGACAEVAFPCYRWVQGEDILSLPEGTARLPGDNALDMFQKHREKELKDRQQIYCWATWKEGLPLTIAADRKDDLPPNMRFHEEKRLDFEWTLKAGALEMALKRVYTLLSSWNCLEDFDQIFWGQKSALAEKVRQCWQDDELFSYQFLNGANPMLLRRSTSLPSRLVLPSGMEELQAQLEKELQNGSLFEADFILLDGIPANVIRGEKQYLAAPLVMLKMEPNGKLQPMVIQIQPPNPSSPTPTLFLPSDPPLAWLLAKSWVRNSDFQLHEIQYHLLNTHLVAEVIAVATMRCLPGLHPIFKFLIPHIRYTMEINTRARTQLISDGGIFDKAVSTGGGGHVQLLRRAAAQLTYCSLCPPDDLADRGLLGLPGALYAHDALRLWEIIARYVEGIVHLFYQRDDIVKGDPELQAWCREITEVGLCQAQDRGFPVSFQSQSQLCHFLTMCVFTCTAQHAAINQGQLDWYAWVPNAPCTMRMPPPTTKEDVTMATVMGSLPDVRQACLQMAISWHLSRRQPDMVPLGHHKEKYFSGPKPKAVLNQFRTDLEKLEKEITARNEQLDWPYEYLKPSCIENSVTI
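Purified human 12hLO at 150 nM in 25 mM Hepes, 0.01% Triton X-100, pH 7.0, preincubated 15 min at room temperature with compound. Reaction started with 40 uM arachidonic acid, 30 min at room temperature. Hydroperoxide measured by Fe-xylenol orange, 573/405 nm absorbance ratio.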
* hit, by the source's call; u = inconclusive; [ ] = another dose, or the depositor's remark. % is set by controls: 0 for no effect and ±100 for the full control effect; potency is the fitted concentration of half-maximal effect. An excerpt, so the mix of outcomes need not match the whole.

| 12-LOX inh | Compound |
| --- | --- |
| 66%[activator] | O=C1CC2(CCN(Cc3ccncc3)CC2)Oc2ccccc2N1c1ccccc1 |
| -20% | CCc1ccc(CNCCN2CCCC2)cc1 |
| u | Cc1cccc(NC(=S)NCc2ccc(Cl)cc2)c1 |
| 5% | CC(C)C(=O)NC1(C(F)(F)F)N=C(c2ccccc2)N(CCc2ccccc2)C1=O (stereo not drawn) |
| 83%[activator] | O[C@@H]1C[C@@H](c2nnc3n2CCN(Cc2ccccn2)C3)N(Cc2ccccc2)C1 |
| -1% | Nc1ccn(C2OC(CCl)C(O)C2O)c(=O)n1 (stereo not drawn) |
| 40%[activator] | CC(C)NC(=O)CCCN1C(=O)COc2ccc(C(=O)COc3ccccc3Cl)cc21 |
| 9% | Cc1cc(C)cc(N2CCC(NS(=O)(=O)c3cn(C)c(C)n3)C2=O)c1 (stereo not drawn) |
| -1% | O=C(c1ccccc1)N1CCN(c2cc(-c3ccc(Cl)cc3)[nH]n2)CC1 |
| -13% | COCCNC(=O)C1(C)CCCN(C(=O)c2ccc3c(c2)CCO3)C1 (stereo not drawn) |
| 1% | CC(C)CCN1CCC(N2CCN(C(=O)c3ccc(C(F)(F)F)cc3)CC2)C1=O (stereo not drawn) |
| -34% | COC(=O)c1sccc1NC(=O)CC1(C(=O)O)CCCC1 |
| 9% | COc1ccc(C(=O)N2CCC(N3C(=O)C4(CCCCC4)C3c3ccncc3)CC2)cn1 (stereo not drawn) |
| -5% | CCS(=O)(=O)NC(=O)C1(C)CCN1C(=O)Cc1ccc(Cl)cc1Cl (stereo not drawn) |
| 29% | O=C(NC[C@@H]1CCCO1)c1ncoc1C1CC1 |
| -2% | O=C(NCc1cccnc1Oc1ccc(F)cc1F)c1cc(C2CC2)[nH]n1 |
| -7% | Cc1ccccc1CN1C(=O)CN(S(C)(=O)=O)CC1(C)C(=O)Nc1c(C)cccc1C (stereo not drawn) |
| -3% | COCCCNC(=O)[C@@H](Cc1ccccc1)NC(=O)CC[C@H]1O[C@@H](n2ccc(=O)[nH]c2=O)[C@H](O)[C@@H]1O |
| 45%[activator] | CCc1nc(-c2ccc(OC3CCN(C(=O)C4CC4)C3)cc2)no1 (stereo not drawn) |
| 10% | Cc1ccccc1NC(=O)N(C)CCc1noc(-c2ccc(C(=O)N3CCCCCC3)cc2)n1 |
| -2% | CSc1cccc(NC(=O)N[C@H]2CCN(C(=O)CC(C)(C)C)[C@@H]2C(=O)N[C@H](Cc2ccccc2)C(N)=O)c1 |
| 44%[activator] | CC(=O)N[C@@H]1CN(C(=O)c2ccco2)C[C@H]1CO |
| u | COc1cccc(C(=O)c2ccccc2C(=O)O)c1 |
| 12% | CN1C(=O)C2(CCN(C(=O)CCN3CCCCCC3=O)CC2)c2ccccc21 |

Overlap with the part before: 7 entries, followed by the next part.
| 12-LOX inh | Compound |
| --- | --- |
| -3% | COCCCNC(=O)[C@@H](Cc1ccccc1)NC(=O)CC[C@H]1O[C@@H](n2ccc(=O)[nH]c2=O)[C@H](O)[C@@H]1O |
| 45%[activator] | CCc1nc(-c2ccc(OC3CCN(C(=O)C4CC4)C3)cc2)no1 (stereo not drawn) |
| 10% | Cc1ccccc1NC(=O)N(C)CCc1noc(-c2ccc(C(=O)N3CCCCCC3)cc2)n1 |
| -2% | CSc1cccc(NC(=O)N[C@H]2CCN(C(=O)CC(C)(C)C)[C@@H]2C(=O)N[C@H](Cc2ccccc2)C(N)=O)c1 |
| 44%[activator] | CC(=O)N[C@@H]1CN(C(=O)c2ccco2)C[C@H]1CO |
| u | COc1cccc(C(=O)c2ccccc2C(=O)O)c1 |
| 12% | CN1C(=O)C2(CCN(C(=O)CCN3CCCCCC3=O)CC2)c2ccccc21 |
| u | O=C(CSc1nc2cc([N+](=O)[O-])ccc2o1)NCCCc1ccccc1 |
| -6% | CCOC(=O)N(C)C[C@H]1OCc2cn(nn2)CCCC(=O)N([C@@H](C)CO)C[C@@H]1C |
| 3% | CC(=O)c1c(C)nn(CC(=O)N2CCCC(c3cccc(C(=O)O)c3)C2)c1C (stereo not drawn) |
| -10% | Cc1cc(CNC(=O)N2CCN(CC(=O)Nc3ccccc3C(F)(F)F)CC2)ccc1F |
| 16% | O=C(C1CC1)N(C1CCOCC1)C1CCN(S(=O)(=O)c2ccccc2)CC1 |
| 1% | CN(CCOC(=O)c1cc2ccccc2o1)C1CN(Cc2cn(Cc3cccc(F)c3)nn2)S(=O)(=O)C1 (stereo not drawn) |
| 11% | O=c1[nH]c(-c2ccccc2)nc2c1CCN(S(=O)(=O)c1ccc3c(c1)CCC3)C2 |
| -1% | CCc1ccc(C2N3CC4(CC)CN2CC(CC)(C3)C4=O)cc1 (stereo not drawn) |
| 35%[activator] | COc1ccc(CCC(=O)Nc2ccc3c(N4CCOCC4)ncnc3c2)cc1 |
| -1% | COc1cccc2[nH]c(C(=O)Nc3ccc4c(c3)OCCO4)cc12 |
| 31%[activator] | C=CCN(Cc1cnc(-c2cccc(C)c2)nc1)Cc1ccccn1 |
| 0% | COc1ccc(S(=O)(=O)N2C[C@H]3CON(C)[C@H]3C[C@H]2c2ccc(-c3cccc(F)c3)cc2)cc1 |
| 5% | COc1ccc(-c2c(C)oc3cc(OCC(=O)OC(C)C)ccc3c2=O)cc1OC |
| 6% | O=C(N[C@H]1CCOC[C@H]1C1CCOCC1)c1ccc2c(c1)ncn2CCO |
| 31% | Cc1noc(-c2cn(C3CCN(C(=O)c4cccs4)CC3)nn2)n1 |
| 13% | CCC(=O)Nc1c(C(=O)Nc2ccc(F)cc2)oc2ccccc12 |
| 67%[activator] | O=C(c1ccc(Cl)nc1)N1CCC2(CC1)Cc1ccccc1NC2=O |
| 7% | O=C(/C=C/c1ccc(Cl)cc1)c1ccc(Oc2ccccc2)cc1 |
| u | CCOC(=O)Cn1cc(CN2C(C(=O)OC)CN(C3CCCC3)CCS2(=O)=O)nn1 (stereo not drawn) |
| 6% | O=C(NCc1ccccc1)NC1CCc2nn(CC3CC3)c(=O)n2CC1 (stereo not drawn) |
| -19% | CSc1nnc2c(n1)OC(c1ccc3c(c1)OCO3)N(C(C)=O)c1ccc(Br)cc1-2 (stereo not drawn) |
| 19% | CCOc1ccccc1NC(=O)N1CCCCCCNC(=O)CC1 |
| 8% | O=C1CCN(C(=O)Cc2ccccc2)CCCOCCN1 |
| 9% | COc1ccc(OC)c(CN(C(=O)c2ccc(F)cc2)C2CC2)c1 |
| u | Cc1cccc(NC(=S)N(CCC(C)C)C(C)c2cccs2)c1 (stereo not drawn) |
| 50%[activator] | CCc1cccc(NC(=O)N2C[C@@H](F)C[C@H]2C(=O)N2CCCCC2)c1 |
| 50%[activator] | CCC(=O)N1CCC(n2c(C)cnc2-c2ccccc2)CC1 |
| 10% | CC(C)(C)CC(=O)NCCC1=CCCCC1 |
| 26%[176 µM] | NCCN1C(=O)CO[C@H](c2ccc(NS(=O)(=O)c3ccccc3)cc2)[C@H]1CO |
| 4% | O=C1NC2(CCNCC2)C(=O)N1CCCc1cccnc1 |
| 37%[activator] | O=S(=O)(N=C1SCCS1)c1ccccc1 |
| -17% | Cc1cccc(Cc2ccc3ncc(-c4cccc(C(N)=O)c4)n3n2)c1 |

Retrieved one by one from above, two records:
| 12-LOX inh | Compound |
| --- | --- |
| 37%[activator] | O=S(=O)(N=C1SCCS1)c1ccccc1 |
| 10% | CC(C)(C)CC(=O)NCCC1=CCCCC1 |

Next compounds follow.
| 12-LOX inh | Compound |
| --- | --- |
| -21% | O=C(NC12CC3CC(CC(C3)C1)C2)c1ccc(F)cc1 |
| -13% | Cn1cc(CCOCc2ccc(Br)cc2)c2ccccc21 |
| 74%[activator] | CCn1ccc(C(=O)NCCc2ncc(C)n2C2CC2)n1 |
| 44%[activator][176 µM] | CN1C[C@@H]2C[C@H]1C(=O)N(Cc1ccccc1)c1ccccc1O2 |
| u | CCCCCCCCOC(=O)/C(C#N)=C/c1ccc(-c2ccccc2)o1 |
| -5% | O=C(N[C@@H](Cc1cccnc1)C(=O)N1CCC[C@H]1C(=O)NCCc1ccccc1Cl)c1ccccc1 |
| 32%[activator] | c1ccc(CCc2nnc3sc(-c4c[nH]c5ccccc45)nn23)cc1 |
| -2%[12.5 µM] | O=C(c1ccnc2[nH]ccc12)N1CCOCC1 |
| u | COc1ccccc1NC(=O)N(C)C[C@@H]1OCc2cn(nn2)CCCC(=O)N([C@@H](C)CO)C[C@H]1C |
| -3%[176 µM] | CCCS(=O)(=O)N1Cc2c(ncn2Cc2ccc(Cl)cc2)C[C@H]1C(=O)OC |
| 2% | Cc1cc(NC(=O)CN2CCN(c3nccs3)CC2)no1 |
| u | COc1ccccc1CC(=O)N1CCc2c(nc[nH]c2=O)C1 |
| -3% | Nn1c(COc2ccccc2F)nnc1SCC(=O)NCC1CCCO1 (stereo not drawn) |
| 43%[activator] | CCS(=O)(=O)CC(=O)N1CCn2nc(C(=O)Nc3ccccc3)cc2C1 |
| u | CC(C)(C)c1ccc(CC(=O)N2CCC2(C)C(=O)Nc2ccc3[nH]ncc3c2)cc1 (stereo not drawn) |
| -4% | CCC(=O)N1CCC1(C)C(=O)Nc1ccc(OC)c(OC)c1 (stereo not drawn) |
| 14%[176 µM] | O=C(c1ccccn1)N1CCn2c(nnc2-c2cccnc2)C1 |
| u | COc1ccc(-c2cc(C[C@@H]3CC[C@H](O)[C@@H](CNC4CCOCC4)O3)no2)cc1 |
| u | CC1=C(C(=O)Nc2ccccc2)C(c2cccc(Br)c2)NC(=S)N1 (stereo not drawn) |
| 12% | CCC(=O)Nc1nc2ccc(NC(=O)CCC(=O)N3CCCCCC3)cc2s1 |
| u | COC(=O)c1c(C)[nH]c(-c2cccc(OC)c2)c1C1C(=O)Nc2ccc(F)cc21 (stereo not drawn) |
| -16% | CCN(CC)C(=O)CSCc1cccs1 |
| -12% | CC1(C(=O)NS(=O)(=O)c2ccc(Cl)s2)CCN1C(=O)Cc1cc(F)ccc1F (stereo not drawn) |
| -10% | O=C(O)CCC(=O)Nc1ccc2c(C(C(=O)O)N3CCN(c4ccccc4)CC3)c[nH]c2c1 (stereo not drawn) |
| -6% | CC1=C(C(=O)OC(C)C(C)(C)C)C(c2ccc(Cl)cc2)NC(=O)N1 (stereo not drawn) |
| 112%[activator] | CCC(=O)N1CCC2(CC1)CC(N1CCCC1)CCO2 (stereo not drawn) |
| 2% | COC(=O)C[C@@H]1CC[C@H](NC(=O)Nc2ccc(OC)cc2)[C@@H](CO)O1 |
| 59%[activator] | COCC(=O)NC[C@H]1CCN(Cc2cccc(OC)c2)C[C@H]1N(C)C |
| -12%[176 µM] | NC(=O)[C@@H](Cc1ccccc1)NC(=O)[C@@]1(O)C[C@@H](O)[C@H](O)[C@@H](NC(=O)c2ccco2)C1 |
| u | O=C(C[C@H]1CC[C@@H]2[C@H](COC[C@H](O)CN2C(=O)c2cnccn2)O1)NCc1ccc(Cl)cc1 |
| -1% | CNC(=O)CCc1ccc2c(c1)CN(C(C)=O)CCO2 |
| u | CCCCCCCCOc1ccc(OC(=O)c2ccco2)cc1 |
| -28% | CC(C)CN1CCOC(CNC(=O)CSc2cc(C(=O)NC3CC3)c3ccccc3n2)C1 (stereo not drawn) |
| 18% | CC1CCN(S(=O)(=O)N(C)Cc2ccc3c(c2)OCCO3)CC1 |
| 20% | Cc1ccc(OCCCN)cc1 |
| 3% | O=c1c2c(CO)c(-c3ccccc3)nn2ccn1Cc1ccccc1F |
| 15% | COc1ccc(C(=O)NCc2nnc3ccc(-c4ccc(F)cc4)nn23)cc1OC |
| u | CC(C)c1ccc(C2C3=C(CC(C)(C)CC3=O)Nc3c2c(=O)n(C)c(=O)n3C)cc1 (stereo not drawn) |
| -24% | COc1cc(C)cc(OC)c1OCc1cc(-c2ccco2)on1 |
| 39%[activator] | O=C1CCCCC(C(=O)NCCc2c[nH]c3ccccc23)N1 (stereo not drawn) |
| -27% | COc1cc(CNC(=O)c2c(C)noc2-c2ccc(C(C)(C)C)cc2)cc(OC)c1 |
| u | Cc1nn(C)c(C)c1-c1cc(C(=O)O)c2ccccc2n1 |
| -3% | CC(=O)Oc1ccccc1Cn1c(C)c(C(=O)NCc2ccc(F)cc2)sc1=O |
| 4% | Cc1ccc(C)c(SC(C)C(=O)NC2CCCC2)c1 (stereo not drawn) |
| u | COC(=O)/C(=C\c1ccc(OC(=O)c2ccccc2)cc1)C(C)=O |
| 7% | CS(=O)(=O)N(CCc1ccccc1)CC(=O)N1CCCCCC1 |
| 53%[activator] | Cc1cccc(C(=O)N2CCC3(CC2)CC(OCC2CC2)CCO3)c1 (stereo not drawn) |
| 13% | S=C1NC2(CCCCC2)N=C1c1ccc(Cl)cc1Cl |
| -14% | CC(C)C(=O)NC(NC(=S)Nc1ccccc1)C(Cl)(Cl)Cl (stereo not drawn) |
| 2% | O=C(CCN1CCN(c2ccccc2)CC1)NNC(=O)c1ccccc1 |
| -14% | CC(C)c1cc(Cn2c3ccccc3c(=O)n2C(C)CBr)on1 (stereo not drawn) |
| 12% | CN(Cc1ccccc1)C1(C(=O)NC2CCS(=O)(=O)C2)Cc2ccccc2C1 (stereo not drawn) |
| u | Cc1cccc(-n2c(SCC(=O)NC(C)c3cc4ccccc4o3)nnc2N2CCOCC2)c1 (stereo not drawn) |
| 13% | N#Cc1ccc(C(=O)Nc2ccc3nc(CCc4ccccc4)[nH]c3c2)cc1 |
| -19% | CC(=O)O[C@H]1CC[C@]2(C)C3CC[C@]4(C)[C@@H]([C@H](C)/C=C/[C@H](C)C(C)C)CC[C@H]4[C@@]34C=C[C@]2(C1)N(C(=O)c1ccccc1)O4 (stereo partly drawn) |
| -34% | O=C(NCc1ccccc1)c1cc(C2COCCN2C(=O)c2ccccc2)on1 (stereo not drawn) |
| -2% | O=C(CCC[C@H]1NC[C@@H]2C[C@H]1CN(Cc1ccccc1)C2)NCC1CCCCC1 |
| u | COC(=O)C(NC=O)C12CC3CC(CC(C3)C1)C2 (stereo not drawn) |
| 9% | CCC1(C2CCN(C(=O)c3cccc(F)c3F)CC2)NC(=O)N(CCc2scnc2C)C1=O (stereo not drawn) |

Compound activity as filed in PubChem BioAssay.
